Bioassay records: PubChem, several laboratories
Peg3 promoter: Peg3 promoter activity inhibition. HeLa PEG-Prom luciferase reporter, luminescence, overnight. 360,000 compounds, 1.7% hits. AID 588405. inhibition, % at 20 µM;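 active = inhibition of at least 50% at 20 µM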
NR2E3 ag-1: agonists of human nuclear receptor NR2E3 | GST-NR2E3/biotin-RetCOR TR-FRET, 1536-well | inhibition of corepressor binding, % at 4.78 µM | 320,000 compounds, 0.12% hits | AID 2300;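 active = percent inhibition above the cutoff of mean plus 3 SD of all tested compounds, set per screening campaign, cut at about 20% in these data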;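 note: 0% = DMSO wells and 100% = biotin wells as full block of FRET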
Target sequence (Q9Y5X4 whole entry, looked up): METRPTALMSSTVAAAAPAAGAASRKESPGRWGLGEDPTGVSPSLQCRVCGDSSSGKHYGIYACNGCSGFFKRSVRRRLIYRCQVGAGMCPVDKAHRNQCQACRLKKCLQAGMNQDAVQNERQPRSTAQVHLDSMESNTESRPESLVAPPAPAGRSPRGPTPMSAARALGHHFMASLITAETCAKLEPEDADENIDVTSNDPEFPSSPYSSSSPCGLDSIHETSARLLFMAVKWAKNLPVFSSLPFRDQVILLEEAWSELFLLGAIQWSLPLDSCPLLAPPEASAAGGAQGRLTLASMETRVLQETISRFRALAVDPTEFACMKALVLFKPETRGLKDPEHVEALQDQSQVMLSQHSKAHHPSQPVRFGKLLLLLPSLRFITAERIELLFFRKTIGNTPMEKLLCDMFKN
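Format: 1536-well format; test system: GST-NR2E3 and biotin-RetCOR proteins; read-out basis: percent inhibition of TR-FRET ratio; timing: 5 h incubation at 4 °C; detection: time-resolved FRET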
HIF-2a block: blocks HIF-2a reporter activity. 786-0 RCC cells HIF-2a reporter, luciferase luminescence, overnight. inhibition, % at 18.8 µM. 360,000 compounds, 0.72% hits;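 active = inhibition of the luminescence signal of 40% or more relative to plate controls, in a single-dose primary screen at 18.75 µM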
iPSC survival up: enhancers of human iPSC single-cell survival; hiPSC single-cell survival, ATPlite luminescence; 100% = ROCK inhibitor wells, 0% = DMSO; survival enhancement, % at 20 µM; 360,000 compounds, 0.044% hits; AID 602274; in the data active = survival enhancement above about 18%;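 note: cells exposed to compounds for 16 hours before the ATP read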
CF NFkB inh: blocks PAF-induced NF-kB reporter in cystic fibrosis cells; KKLEB NF-kB-GFP reporter, GFP fluorescence overnight; inhibition, % at 5 µM; AID 588850; 360,000 compounds, 0.86% hits;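 active = at least 50% inhibition at 5 µM, scaled per plate between neutral and stimulator controls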;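 note: PAF is a Pseudomonas aeruginosa culture filtrate used as stimulus; plate controls were PAF-stimulated DMSO wells for no effect and unstimulated DMSO wells for full effect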
Shn3 inh set2: reduces Shn3 3'UTR luciferase signal in osteoblasts; 360,000 compounds, 0.52% hits; inhibition, % at 12.5 µM; Clone20 osteoblast Shn3 3'UTR firefly luciferase, 24 h;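 active = mean inhibition of at least 75% with every replicate also reaching 75%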;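 note: 0% = median of neutral control wells and 100% = pilot-screen positive control compound; some compounds past the cut are filed as inactive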
aDG glyco up: increases alpha dystroglycan glycosylation | Pro5-aDG cells, alpha-DG glycosylation AlphaScreen (IIH6); 0% Pro5, 100% B10-LARGE cell signal | 360,000 compounds, 0.22% hits | activation, % at 10 µM;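 active = activation of at least 8% versus controls, or a plate z-score of at least 8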;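 note: Pro5 are CHO cells carrying HIG-tagged alpha-DG that lacks glycosylation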
TWEAK-Fn14 inh: blocks TWEAK-Fn14 interaction in a reporter cell assay; AID 1159606; 360,000 compounds, 2% hits; TWEAK-stimulated Fn14 reporter cells, luciferase luminescence, 8 h; inhibition, % at 10 µM; in the data active = inhibition above about 50%
KKLEB tox: counter-screen for CF NF-kB inhibitors: cytotoxicity; KKLEB CF airway cells viability, ATPlite luminescence, overnight; hits give low values; cells stimulated with P. aeruginosa culture filtrate; activity change (cytotoxicity), % at 5 µM; 360,000 compounds, 0.36% hits;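 active = corrected activity change at or below -50% at 5 µM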
NR2E3 ag-2: agonists of human NR2E3 nuclear receptor; Q9Y5X4; CHO-S Gal4-NCOR/VP16-NR2E3 two-hybrid, luciferase; inhibition of corepressor binding, % at 3.98 µM; 360,000 compounds, 0.35% hits; AID 602229;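 active = inhibition above the mean of all tested compounds plus 3 SD, cut at about 70% in these data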;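 note: 0% = DMSO with NR2E3 transfected cells and 100% = cells lacking NR2E3 construct; higher means lower luciferase signal from less NR2E3 corepressor binding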
TRPM1 prom inh: MITF TRPM1 promoter inhibition in SK-MEL-5 cells; SK-MEL-5 TRPM1 promoter luciferase, 24 h; 330,000 compounds, 0.83% hits; inhibition, % at 12.5 µM;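 active = mean inhibition across replicates of 60% or more, whatever share of single replicates reaches that level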; note: values of inactives mirror those of a sister screen read the other way
An asterisk follows results filed as active; . = no result given.

SMILES	Peg3 promoter	NR2E3 ag-1	HIF-2a block	iPSC survival up	CF NFkB inh	Shn3 inh set2	aDG glyco up	TWEAK-Fn14 inh	KKLEB tox	NR2E3 ag-2	TRPM1 prom inh
COc1ccc(CNC(=O)C2CCN(C(=O)c3ccccc3)CC2)cc1	7.3	-0.9	11.2	-0.2	-11.7	-8.6	0.0	-3.4	10.3	-6.6	12.3
CCCCOc1ccc(N(CC(=O)NCc2ccccc2)C(=O)c2csnn2)cc1	-104.2	6.2	-124.5	2.7	-26.5	-22.5	1.6	9.0	3.1	-15.7	-40.8
O=C(N/C=C/c1ccc(Cl)cc1)NCc1ccc(Cl)cc1	6.8	-3.5	15.6	-2.5	-2.3	19.9	0.1	9.9	1.1	-23.4	-11.1
Cc1cc(C)cc(Oc2cc(NC(=O)c3cn(C)nc3C)cc([N+](=O)[O-])c2)c1	18.1	0.8	2.9	-1.1	8.5	10.2	1.8	-0.7	3.7	-9.1	5.0
O=[N+]([O-])c1ccc(NS(=O)(=O)c2cccc3cccnc23)cc1	13.3	-1.7	15.5	-0.3	13.5	8.8	-0.1	16.9	-12.2	4.0	11.5
CN(C)CCN=Cc1c(O)n(Cc2ccccc2)c(=O)c2ccccc12	6.9	7.5	4.9	-0.1	8.5	-7.7	0.1	-11.5	-7.5	8.3	-1.3
COc1ccc(C2N(c3cccc(Cl)c3)C(=O)C3CCCN32)cc1 (stereo not drawn)	-4.5	0.2	-8.8	-0.2	-18.9	-8.0	0.0	-10.2	14.2	-15.5	-3.3
CCCCSc1nc2sc3c(c2c(=O)[nH]1)CCC3	-19.2	1.6	-16.0	-3.6	15.8	2.1	0.1	-19.7	-23.0	7.2	-4.1
COc1cccc(CNC(=O)C(=O)N2CCC3(CC2)OCCN3S(=O)(=O)c2ccc(C)cc2)c1	4.9	-5.5	8.8	-0.5	5.5	4.6	0.3	-14.2	4.4	-14.2	0.8
Cn1c(C(=O)OC(C(=O)NCc2ccco2)c2ccncc2)cc2sccc21 (stereo not drawn)	8.3	-0.2	15.1	-2.5	-15.6	4.8	0.5	-5.8	-6.0	-2.0	-3.0
Cc1ccc(C2=NS(=O)(=O)N(C)C(C(=O)NCc3ccccn3)=C2)cc1	10.2	4.0	-1.4	0.7	7.4	11.2	-0.1	9.6	-15.4	-12.4	2.6
CCCn1c(=N)c(C(=O)NC2CCCC2)cc2c(=O)n3cccc(C)c3nc21	21.9	0.1	11.7	-0.3	-13.4	14.4	1.4	-23.6	-4.4	-21.9	-10.3
COc1ccc(CCN2C(=O)c3ccccc3C2c2nnnn2Cc2ccccc2)cc1OC (stereo not drawn)	.	.	-8.9	-0.6	.	.	0.0	-2.3	.	26.5	.
CC1CCN(C(=O)C2CCCN(S(C)(=O)=O)C2)CC1 (stereo not drawn)	9.8	4.9	16.0	1.9	-3.6	4.9	-0.3	-1.5	-2.7	-9.9	-10.5
CCOC(=O)C(CCSC)NC(=O)CN (stereo not drawn)	7.4	-0.1	10.8	-0.2	-0.4	11.7	-0.2	-2.9	2.7	-7.4	5.0
O=C(OCC(=O)N1CCCc2ccccc21)c1cncc(Br)c1	10.1	-1.8	11.5	0.3	3.8	4.1	-0.2	16.8	-0.6	-9.6	4.0
CCC/C(O)=C1\C(=O)CCCC1=NCCc1c(C)[nH]c2ccccc12	12.6	0.7	21.1	0.5	-0.2	10.6	0.3	7.7	1.1	11.3	-4.1
O=C(O)c1cc(-n2cccc2)ccc1N1CCOCC1	6.4	-0.9	20.7	0.3	12.6	14.0	0.0	1.7	3.4	-2.4	.
O=C(Nc1cccc2ccccc12)OCc1cncs1	-41.8	2.0	-38.7	-1.0	2.6	-28.0	0.0	-2.3	0.5	-43.5	-3.0
CCN1CCCCC(=N/O)/C(=N/O)CCCC1	14.3	1.7	7.3	-0.4	-4.9	4.8	0.0	10.1	6.2	-5.8	0.8
O=C(Cn1cnc2ccccc21)N/N=C/c1ccccc1[N+](=O)[O-]	6.4	-3.2	10.0	-0.2	23.2	-7.2	0.0	-3.0	-5.2	-20.9	14.4
CCOC(=O)NC(=O)/C(C#N)=C\Nc1sccc1C(=O)OC	9.1	-4.0	12.3	6.4	-14.8	10.1	0.0	-13.8	-1.6	-7.7	1.0
C/C(CCc1ccco1)=N/NC(=O)CCC(=O)Nc1ccc(Br)cc1	10.7	-1.5	22.5	-0.5	1.4	-22.9	0.4	3.2	11.7	1.5	3.4
CCCCN1CC[C@H]2C=CC[C@@H](C(=O)Nc3ccc(Cl)c(C(F)(F)F)c3)[C@H]2C1=O	29.3	-1.2	15.8	-2.9	-18.1	0.1	0.1	-25.1	-1.9	-40.5	4.7
COc1cc(/C=C2\CCc3ccccc3C2=O)cc(OC)c1OC	-10.2	0.9	-52.4	-0.6	5.6	-3.7	0.4	7.7	-4.3	-32.2	-15.7

Brought forward from above: four compounds, then new ones.
SMILES	Peg3 promoter	NR2E3 ag-1	HIF-2a block	iPSC survival up	CF NFkB inh	Shn3 inh set2	aDG glyco up	TWEAK-Fn14 inh	KKLEB tox	NR2E3 ag-2	TRPM1 prom inh
CCOC(=O)NC(=O)/C(C#N)=C\Nc1sccc1C(=O)OC	9.1	-4.0	12.3	6.4	-14.8	10.1	0.0	-13.8	-1.6	-7.7	1.0
C/C(CCc1ccco1)=N/NC(=O)CCC(=O)Nc1ccc(Br)cc1	10.7	-1.5	22.5	-0.5	1.4	-22.9	0.4	3.2	11.7	1.5	3.4
CCCCN1CC[C@H]2C=CC[C@@H](C(=O)Nc3ccc(Cl)c(C(F)(F)F)c3)[C@H]2C1=O	29.3	-1.2	15.8	-2.9	-18.1	0.1	0.1	-25.1	-1.9	-40.5	4.7
COc1cc(/C=C2\CCc3ccccc3C2=O)cc(OC)c1OC	-10.2	0.9	-52.4	-0.6	5.6	-3.7	0.4	7.7	-4.3	-32.2	-15.7
O=C(O)CCC(=O)NNC(=O)COc1ccc2ccccc2c1Br	10.4	3.5	12.9	0.0	-12.0	-22.6	0.2	-3.9	23.1	-28.0	-0.7
Cc1ncsc1CCOC(=O)c1ccc(N2CCOCC2)c([N+](=O)[O-])c1	-0.3	-1.3	5.1	1.6	2.9	-2.7	-0.1	-7.1	-0.7	-23.9	-16.1
CC(C)C(NC(=O)CN1C(=O)c2cccc3cccc1c23)C(C)C	8.4	1.5	29.0	0.3	2.2	-0.6	-0.1	8.8	8.1	-6.7	6.3
CC1CC(C)CN(CC(C)(C)NS(=O)(=O)c2ccc(Cl)cc2)C1 (stereo not drawn)	12.1	-3.1	5.4	-2.9	2.5	-5.9	0.2	-4.9	0.7	-13.1	2.9
C=CCc1c(C)nc(N)[nH]c1=O	-3.5	1.1	1.2	6.7	12.4	-14.6	0.0	8.5	3.6	-0.6	2.0
COc1cccc(C(=O)N2CCC(C(=O)NCc3ccc(C)cc3)CC2)c1	12.9	-3.0	13.0	-0.3	13.7	10.1	0.4	-36.7	-1.1	5.3	4.4
CCOc1ccccc1N(C(=O)c1ccco1)C(C(=O)NC1CCCC1)c1cccs1 (stereo not drawn)	10.4	3.0	19.0	-0.5	9.4	13.1	0.1	11.6	-1.6	-16.3	6.3
Cc1ccc(-n2nnnc2C(Cl)(Cl)c2nnnn2-c2ccc(C)cc2)cc1	25.0	-1.6	26.1	-1.6	-18.0	82.5	-0.4	-30.5	-2.3	-5.1	29.5
O=[N+]([O-])c1nn(-c2cccc(Cl)c2)n(O)c1=NCc1cccnc1	-43.3	-1.9	-131.8	-2.3	-5.5	3.1	0.4	-1.5	2.6	-39.2	14.3
CCN(CCNCC(O)COCc1ccc(Cl)cc1)c1cccc(C)c1 (stereo not drawn)	103.2*	-1.8	6.1	-0.8	-13.3	-1.9	0.2	-1.9	2.2	5.1	-0.9
Cc1cc(-c2csc(N)n2)c(C)n1CCc1ccccc1	-0.4	1.3	16.4	2.9	-14.9	-16.8	0.6	4.4	-5.4	-22.6	27.7
CCn1c(-c2cc(-c3ccccc3OC)nc3ccccc23)n[nH]c1=S	5.9	-0.4	14.3	1.1	5.2	17.4	-0.1	12.2	11.0	-0.4	-13.8
Cc1ccc(C(=O)NCc2ccco2)cc1S(=O)(=O)Nc1cccc(C)c1C	13.9	5.9	24.4	4.0	17.4	4.2	0.3	-2.1	-2.2	-23.7	12.1
CC(C)CN(CC(C)C)C(=O)CC(=O)NC(=O)c1ccc(Cl)cc1	-5.4	2.0	8.2	2.1	-3.4	-1.3	-0.1	0.5	0.4	-19.2	10.5
O=C(NCCCN1CCOCC1)C(=O)NCCc1ccccc1	8.5	-0.6	8.2	2.4	18.4	-54.9	-0.3	3.9	14.9	-8.9	-6.9
COc1ccc(C2CC(c3ccc(Cl)cc3Cl)n3nc(N)nc3N2)cc1 (stereo not drawn)	-10.6	7.3	11.3	0.3	4.0	4.2	0.2	10.9	-9.2	-17.1	-5.9
CCCCNC(=O)C1(C)CCCCN1C(=O)c1ccc2c(c1)CCO2 (stereo not drawn)	3.8	.	10.2	3.2	-1.9	9.9	0.0	-2.4	-4.7	20.1	.
CCOC(=O)N1CCN(C(=O)c2[nH]c(C(F)(F)F)nc2-c2ccccc2)CC1	10.8	.	2.7	-1.3	-5.4	4.6	0.4	16.6	-6.7	-29.6	.
CCOC(=O)C1=C(c2ccccc2)O/C(=C(/C(=O)OC)C(F)(F)F)S1	-12.7	-0.5	-7.3	2.1	10.2	-19.0	0.0	28.1	14.4	3.6	9.9
CC(C)c1ccc(C(=O)NNC(=O)c2ccncc2)cc1	-16.0	-4.4	-28.5	-0.2	-5.1	0.9	-0.2	-2.3	0.9	-17.3	9.0
COc1ccc(C(CNC(=O)CNC(=O)c2cccc(C)c2)N2CCCCC2)cc1 (stereo not drawn)	11.1	.	11.6	0.4	4.2	3.5	0.1	3.5	1.4	-11.2	-4.1
O=C(Cc1ccccc1)CC(CC(=O)c1ccccc1)c1ccccc1 (stereo not drawn)	6.0	.	-5.2	-2.7	-1.5	8.9	0.2	3.3	2.4	-19.9	.
CCCC(=O)Nc1ccc2c(c1)nc1n2CCSC1	-43.0	3.5	-72.4	0.6	5.4	-5.9	-0.2	-73.2	5.0	5.1	-28.4
Cc1c(C(=O)N2CCOCC2)cc(C(C)(C)C)n1-c1ccccc1	-1.0	1.1	19.7	-0.4	11.5	-1.7	0.0	-12.2	1.2	16.2	-3.8
CCOC(=O)N1CCC(N(CCN(C)C)C(=S)Nc2cccc(OC)c2)CC1	-1.4	-1.3	9.1	0.3	4.0	7.5	0.0	-10.0	-5.3	-14.8	8.5
O=C(C1CC(=O)N(c2ccc(F)cc2)C1)N1CCCCC1 (stereo not drawn)	7.7	-3.1	12.9	-0.1	-1.4	-13.1	0.0	19.3	-2.7	-21.2	-5.3
COc1cc([N+](=O)[O-])ccc1NC(=O)CSc1ccccn1	-13.4	-0.1	-6.4	-0.5	1.6	-6.1	-0.2	11.9	-12.5	-23.8	-15.7
C=CCc1c(C)nc(-c2ccccc2)nc1N/N=C/c1ccccc1	-45.8	1.3	-54.0	-1.2	-28.2	-4.0	0.3	-12.2	10.8	-35.5	-8.8

Rows are unselected; about 4.4% have a hit in one of these screens.
